Compound activity as filed in PubChem BioAssay.
KB-V1 cytotox = kills drug-selected multidrug resistant KB-V1 cells. KB-V1 MDR cells viability, CellTiter-Glo, 72 h. AID 1347076. 3.4% of 400,000 active. Potency, µM (doses to about 46.1 µM), without a hit: at the highest dose activity change, negative = cytotoxicity, usual class: cytotoxic; further: potency means the concentration at half of the fitted maximal effect; on the % scale 0 is the no-effect control and ±100 the full control effect; nearly all actives have a fitted effect of over 60% in size
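Cells of the MDR subline KB-V1 are plated, dosed with compound at multiple concentrations, and incubated 72 h at 37 degrees C; CellTiter-Glo is then added and luminescence read after 10 min.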
IL1B secr inh = inflammasome signaling inhibition, IL-1 beta readout | AID 743279 | 4.7% of 360,000 active | THP-1 LPS/ATP IL-1B secretion, AlphaLISA, 16 h; hits give low values | activity change, % at 57.5 µM; in the data active means activity change below about -50%; inconclusive means mostly about -30% to -49%; further: on the % scale 0 is the no-effect control and ±100 the full control effect
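Secreted IL-1B measured by AlphaLISA bead assay after 16 h compound exposure of THP-1 cells; compounds (final up to 57.5 uM) added 1 h before LPS (250 ng/mL) and ATP (1.25 mM) stimulation; lower signal means less secretion.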
KB-3-1 tox = KB-3-1 parental cell cytotoxicity; KB-3-1 viability, CellTiter-Glo ATP luminescence, 72 h; Potency, µM (series often up to 46.1 µM), without a hit: at the top dose activity change, negative = cytotoxic, actives largely listed as cytotoxic; 1.4% of 400,000 active; AID 1347075; further: potency means the concentration at half of the fitted maximal effect; on the % scale 0 is the no-effect control and ±100 the full control effect; nearly all actives have a fitted effect of over 60% in size
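Multi-concentration cytotoxicity screen in KB-3-1 cells grown in DMEM lacking phenol red with 10% FBS. After 72 h at 37 °C with compound, ATP-dependent luminescence was recorded.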
HT1080NT lethal = kills 2HG-producing HT-1080-NT fibrosarcoma cells. HT-1080-NT fibrosarcoma viability, CellTiter-Glo ATP luminescence, 48 h. Potency, µM (highest dose often 46.1 µM), without a hit: at the top dose activity, negative = less viability, most hits filed as cytotoxic. 1.6% of 360,000 active;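 further: NT is the 2HG producing partner of a matched IDH1 knockdown line; potency means the concentration at half of the fitted maximal effect; 0% = DMSO-treated cells and -100% = media-only wells without cells; nearly all actives have a fitted effect of over 55% in size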
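Viability of the 2HG-overproducing fibrosarcoma line after 48 hours of compound exposure at 37 degrees C was determined by luminescence with CellTiter-Glo, and concentration-effect curves were then fitted and categorized.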
SW480 rerep = inducers of DNA re-replication in SW480 colon cancer cells; SW480 DNA re-replication, Hoechst DNA content imaging, 48 h; 1.8% of 340,000 active; Potency, µM (titrated, usually from 46.1 µM), inactives show at the highest dose re-replication activation, hits mostly activators; further: potency means the concentration at half of the fitted maximal effect; % of control where 0% means no effect; nearly all actives have a fitted effect of over 55% in size
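Cells (250 per well) received 23 nL compound or DMSO by pin tool and were kept 48 hr at 37 C, 5% CO2. Nuclei were then stained with Hoechst for 40 min and scanned for DNA content.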
HT1080 IDH1KD tx = toxicity to HT-1080 IDH1 knockdown cells (counter line) | 2% of 360,000 active | Potency, µM (series often up to 46.1 µM), for the others: top-dose activity, negative = toxicity, usual class: cytotoxic | HT-1080 IDH1 knockdown viability, ATP luminescence, 48 h;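 further: potency means the concentration at half of the fitted maximal effect; 0% = DMSO wells and -100% = cell-free medium wells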
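After a 2 h attachment period, IDH1KD HT-1080 cells took pin-transferred compound for 48 h at 37 °C; ATP-based luminescence after 10 min room-temperature reagent incubation reported viability.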
GLP-1R agonist = activates the human GLP-1 receptor; P43220; HEK293 GLP-1R CRE-luciferase, luminescence, 4-6 h; cells express a hypersensitive GLP-1R form; Potency, µM (series often up to 45.6 µM), without a hit: top-dose activation, hits mostly activators; 0.007% of 380,000 active; AID 624172; further: potency means the concentration at half of the fitted maximal effect; % of control where 0% means no effect
Target sequence (P43220 whole entry, looked up): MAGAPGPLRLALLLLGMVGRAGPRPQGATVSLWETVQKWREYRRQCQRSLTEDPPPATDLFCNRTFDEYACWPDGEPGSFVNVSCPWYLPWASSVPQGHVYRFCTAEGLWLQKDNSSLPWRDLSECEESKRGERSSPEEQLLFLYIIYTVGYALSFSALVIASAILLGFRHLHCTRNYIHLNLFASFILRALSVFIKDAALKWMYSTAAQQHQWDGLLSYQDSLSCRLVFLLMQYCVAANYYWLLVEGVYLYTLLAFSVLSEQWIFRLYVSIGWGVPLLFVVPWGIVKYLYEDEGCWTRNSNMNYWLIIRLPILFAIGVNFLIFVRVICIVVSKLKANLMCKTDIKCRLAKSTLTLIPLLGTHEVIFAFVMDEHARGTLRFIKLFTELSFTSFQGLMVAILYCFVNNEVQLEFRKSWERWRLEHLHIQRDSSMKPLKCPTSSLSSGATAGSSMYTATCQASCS
DRD3 agonist = activates the human D3 dopamine receptor; D3R DiscoveRx beta-arrestin cells, luminescence, 90 min; 0.58% of 410,000 active; max activation, %; in the data active means max activation above about 30%; further: 0% is about no effect; mostly tested at two doses, the higher about 12 µM
Target sequence (P35462 whole entry, looked up): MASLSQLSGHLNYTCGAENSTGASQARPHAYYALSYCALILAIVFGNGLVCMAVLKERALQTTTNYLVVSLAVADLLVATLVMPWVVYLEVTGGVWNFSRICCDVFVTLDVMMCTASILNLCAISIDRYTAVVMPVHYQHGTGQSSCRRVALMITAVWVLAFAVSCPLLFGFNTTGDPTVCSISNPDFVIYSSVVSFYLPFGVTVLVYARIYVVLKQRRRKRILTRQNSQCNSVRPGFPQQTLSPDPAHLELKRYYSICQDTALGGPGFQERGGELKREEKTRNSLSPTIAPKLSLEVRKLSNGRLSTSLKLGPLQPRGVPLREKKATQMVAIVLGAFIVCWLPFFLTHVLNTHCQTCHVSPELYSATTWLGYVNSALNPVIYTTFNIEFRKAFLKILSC
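Agonist-mode cell screen: cells plated at 1500/well and incubated overnight at 37 °C, then exposed to library compounds for 90 min at 37 °C. Detection reagent was added for 30–60 min at room temperature, and luminescence was read.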
DRD3 antagonist = blocks the human D3 dopamine receptor | P35462 | D3R cells, DiscoveRx beta-arrestin luminescence, antagonist mode; hits give low values | max response, negative = inhibition, % | 2.5% of 360,000 active | AID 652054; in the data active means max response below about -50%; inconclusive means no clear call, values can overlap the other calls; further: on the % scale 0 is the no-effect control and ±100 the full control effect; mostly tested at two doses, the higher about 12 µM
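Cells plated overnight at 1500 cells/well, then exposed to library compounds with dopamine controls for 90 minutes at 37 degrees C. DiscoveRx reagent added for 30–60 minutes at room temperature; luminescence read, quantitative HTS format.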
* = called active by the depositor; ? = inconclusive; nt = no result given; [ ] = remark or other dose. Unless noted, the call rests on the fitted dose curve; in most records, active means well fitted curve in the direction sought with a large enough effect; inconclusive means small, poorly fitted or top-dose-only effect, or another doubt; inactive means no such curve, though single readings can be large; an effect the other way counts as inactive or inconclusive. An unsorted share of the library. Share with any hit: about 12%.

No.	SMILES	KB-3-1 tox	GLP-1R agonist	HT1080 IDH1KD tx	SW480 rerep	IL1B secr inh	DRD3 antagonist	HT1080NT lethal	KB-V1 cytotox	DRD3 agonist
1	CC(=O)/C=C\c1ccccc1OC(=O)c1cc2ccccc2oc1=O	-2.7%	-1.2%	4.2%	-18.7%	-22.5	-22.6	0.2%	-23.8%	-7.2
2	CCc1ccc(-c2nc(SCC(=O)NC3CCS(=O)(=O)C3)n[nH]2)cc1 (stereo not given)	15.9%	-4.0%	1.4%	-2.2%	34.6	20.0	1.2%	?	1.3
3	C=C(C(=O)O)C1CCC2(C)CCCC(C)(O)C2C1 (stereo not given)	0.7%	-6.1%	1.7%	0.2%	4.1	7.7	9.0%	24.4%	-5.8
4	CCn1c(SCC(=O)c2ccc3c(c2)Cc2ccccc2-3)nnc1-c1ccc(N)cc1	-20.9%	-5.0%	-29.2%	1.7%	-8.2	5.5	?	?	14.4
5	CCOC(=O)C1=C(C)NC(SCC(N)=O)=C(C#N)C1c1cccs1 (stereo not given)	?	6.4%	-14.1%	2.7%	-0.3	-13.6	-19.2%	-16.0%	-21.4
6	O=C(NC(=S)Nc1ccc2[nH]c(=O)[nH]c2c1)c1ccccc1[N+](=O)[O-]	0.4%	-0.1%	16.4%	-1.9%	0.0	-4.1	1.5%	7.6%	1.0
7	CC1CN(C(=O)COC(=O)COc2ccc(C#N)cc2)CC(C)O1 (stereo not given)	-3.4%	-2.0%	-2.9%	-5.7%	15.6	-3.3	3.1%	3.6%	1.8
8	NC(=O)c1ncc(C(F)(F)F)cc1Cl	-2.9%	2.2%	10.7%	4.2%	4.0	-12.9	18.4%	1.1%	-1.5
9	O=c1[nH]cc(CN2CCOCC2)c(=O)[nH]1	4.5%	5.8%	14.4%	-3.5%	-5.1	-11.4	3.3%	22.1%	-5.0
10	Cc1ccn(CCC(=O)Nc2ccc3c(c2)OCO3)n1	2.7%	10.4%	11.0%	-2.2%	-9.4	-16.0	-9.5%	0.2%	-4.4
11	CCC(C)[C@H]1CN=C(N)N1CCc1cccc(F)c1 (stereo not given in full)	-4.4%	3.2%	6.2%	-4.5%	-19.9	11.9	0.0%	0.0%	4.3
12	Cc1nc2cc(NC(=O)NCCC3=CCCCC3)ccc2o1	-21.3%	3.4%	-2.4%	-6.9%	26.9	-25.1	-17.4%	?	-8.1
13	CCOC(=O)N1CCN(C(=O)CSC2=NS(=O)(=O)c3cc(Cl)ccc3N2)CC1	-2.9%	-15.5%	11.5%	-8.8%	13.2	-9.0	13.3%	?	-8.2
14	CCCCN(CCCC)C1=Nc2ccccc2N/C1=C(/C#N)C(=O)OCC	0.0%	1.4%	-6.2%	?	-6.9	-18.7	4.1%	-8.6%	-2.8
15	CCCC(=O)NC(=S)c1c(C)n(C)n(-c2ccccc2)c1=O	11.0%	5.0%	1.9%	-13.7%	33.0	71.5	-0.2%	-6.1%	38.1*
16	O=C(O)CCCn1cc(NC(=O)c2ccco2)cn1	-14.4%	-3.6%	14.9%	-16.9%	-5.5	-22.1	?	?	3.9
17	O=C(CCc1nc2ccccc2s1)OCc1ccccc1F	-0.5%	-0.8%	-2.2%	-1.8%	6.4	-0.9	-4.9%	-0.7%	2.8
18	O=C(O)CCC(=O)Nc1ccc(-n2ccc(C(F)(F)F)n2)cc1	22.2%	8.8%	14.6%	-9.3%	1.3	1.4	14.0%	20.4%	2.7
19	COc1cccc(NC(=O)NCc2ccc(F)cc2)c1	9.8%	5.6%	11.9%	-6.9%	-1.2	-6.0	-0.2%	3.2%	3.5
20	CC1=CC(=C2C(=O)c3ccccc3C2=O)C=C(C)N1Cc1ccco1	-3.8%	17.4%	-13.7%	-0.3%	-62.0*	2.5	-0.8%	-5.1%	3.5

Part of the list above in order of molecular weight, rising:
No.	SMILES	KB-3-1 tox	GLP-1R agonist	HT1080 IDH1KD tx	SW480 rerep	IL1B secr inh	DRD3 antagonist	HT1080NT lethal	KB-V1 cytotox	DRD3 agonist
19	COc1cccc(NC(=O)NCc2ccc(F)cc2)c1	9.8%	5.6%	11.9%	-6.9%	-1.2	-6.0	-0.2%	3.2%	3.5
12	Cc1nc2cc(NC(=O)NCCC3=CCCCC3)ccc2o1	-21.3%	3.4%	-2.4%	-6.9%	26.9	-25.1	-17.4%	?	-8.1
20	CC1=CC(=C2C(=O)c3ccccc3C2=O)C=C(C)N1Cc1ccco1	-3.8%	17.4%	-13.7%	-0.3%	-62.0*	2.5	-0.8%	-5.1%	3.5
14	CCCCN(CCCC)C1=Nc2ccccc2N/C1=C(/C#N)C(=O)OCC	0.0%	1.4%	-6.2%	?	-6.9	-18.7	4.1%	-8.6%	-2.8

Additional compounds:
No.	SMILES	KB-3-1 tox	GLP-1R agonist	HT1080 IDH1KD tx	SW480 rerep	IL1B secr inh	DRD3 antagonist	HT1080NT lethal	KB-V1 cytotox	DRD3 agonist
21	O=C(/C=C/c1cccc(F)c1)Nc1ccc(S(=O)(=O)N2CCOCC2)cc1	-18.2%	1.2%	-5.8%	?	-22.2	-3.5	-5.7%	?	1.5
22	Cc1nnc(SCC(=O)N2CCC(C(N)=O)CC2)s1	6.0%	-1.6%	6.0%	-18.7%	20.6	17.5	10.6%	0.2%	0.4
23	Cc1noc2ncnc(Sc3ccc(Br)cc3)c12	?	-1.0%	?	13.8%	-100.7*	-15.0	-7.4%	-24.5%	-1.1
24	CN(C)c1ccc(C(=O)NN2C(=O)c3ccccc3C2=O)cc1	0.7%	2.7%	-0.1%	-5.7%	13.8	-11.0	0.1%	2.6%	4.3
25	O=C(NC(=S)NCCCN1CCOCC1)c1cccc2ccccc12	6.7%	9.6%	9.1%	0.0%	-5.8	-13.1	0.5%	?	-8.0
26	CCOc1c(C)cc2[nH]c(CCC(=O)O)nc2c1C	6.8%	-7.7%	-1.5%	-1.2%	-2.6	-19.0	0.9%	?	-8.6
27	CCC(=O)c1ccc(N2CCC(C)CC2)c(F)c1	3.4%	7.6%	8.3%	-3.8%	10.9	-5.4	9.9%	-13.8%	-1.1
28	Cn1c(=O)c2c(nc(Br)n2CC(=O)c2cccs2)n(C)c1=O	-15.8%	-6.8%	-7.4%	?	1.6	-6.9	-2.3%	?	-5.3
29	CCS(=O)(=O)Nc1cccc(-c2nc3cccnc3s2)c1	-10.1%	6.2%	7.6%	-1.4%	18.1	3.7	8.8%	0.0%	-14.6
30	COc1ccc2cc(C3CC(c4cccs4)=NN3S(C)(=O)=O)c(Cl)nc2c1 (stereo not given)	-5.7%	15.1%	-2.0%	-2.9%	-17.3	0.1	-0.8%	1.1%	4.5
31	OCCNCCSc1nc(C2CCCCC2)n(-c2ccccc2Cl)n1	-1.9%	8.5%	-0.7%	0.5%	?	?	-7.9%	-12.3%	-20.2
32	O=C(N/N=C/c1ccccc1C(=O)O)c1cccc(S(=O)(=O)N2CCOCC2)c1	-6.7%	-0.1%	1.1%	-1.3%	0.0	-1.3	8.6%	?	-2.1
33	CCC(C)(C)C1CCC2(CC1)NC(=O)N(CC(=O)N(C)Cc1ccc(OC(F)F)cc1)C2=O (stereo not given)	-4.3%	14.2%	-19.8%	-168.8%[inhibitor]	-4.3	-11.2	-12.7%	?	5.7
34	COc1ccc(NC(=O)N(C2CCCCC2)C(C)c2cccnc2)c(OC)c1 (stereo not given)	0.9%	-10.5%	11.6%	0.7%	-7.5	0.0	19.4%	2.5%	-11.1
35	CCOC(=O)CC(NC(=O)Cn1nnc(-c2ccc(C(F)(F)F)cc2)n1)c1ccccc1Cl (stereo not given)	-4.9%	1.7%	nt	nt	nt	nt	nt	?	-10.3
36	CCOC(=O)C1=C(C)C(c2cccc(Oc3ccccc3)c2)NC(=S)N1 (stereo not given)	-3.6%	9.5%	?	6.3%	-73.8*	7.1	?	?	1.8
37	CCOc1ccc(S(=O)(=O)N2CCN(C(=O)c3cc(-c4ccccc4)nn3-c3ccccc3)CC2)cc1	-11.1%	6.3%	-0.9%	2.2%	-12.1	9.7	-0.2%	?	28.7
38	COc1cc(S(=O)(=O)NCCOC23CC4CC(CC(C4)C2)C3)c(OC)cc1Cl	?	7.1%	5.6%	-7.9%	-55.4*	10.2	8.6%	5.8µM*	11.2
39	O=C(c1cc(N2C(=O)C3C4CCC(C4)C3C2=O)ccc1Cl)N1CCN(c2ccccc2F)CC1 (stereo not given)	?	20.1%	-1.7%	?	8.6	75.7	-6.4%	4.11µM*	-5.6
40	Cc1ccc(C(=O)N/C(=C\c2cccs2)C(=O)NCc2cccnc2)cc1	-10.5%	5.9%	6.5%	-3.2%	-1.8	-21.4	-3.3%	-20.7%	-12.7
41	COc1ccc(NC(=O)N(C)C[C@H]2Oc3ccc(NS(=O)(=O)c4ccc(F)cc4)cc3C(=O)N([C@H](C)CO)C[C@@H]2C)cc1	2.5%	-5.2%	-4.2%	-3.3%	-4.3	-7.3	26.2%	-5.7%	-11.5
42	Oc1c(Br)cc(Br)cc1C=Nc1ccc2[nH]ncc2c1	4.7%	8.5%	-13.1%	-0.2%	-1.7	-12.4	-7.5%	?	15.0
43	CCOC(=O)c1sc(NC(=O)CSc2n[nH]c(-c3ccc(Cl)cc3Cl)n2)c(C#N)c1C	?	-8.8%	-0.2%	-2.6%	0.0	26.2	1.7%	?	1.8
44	CCOc1ccc2nc(NC(=O)Cn3c(C)csc3=O)sc2c1	10.9%	-4.1%	4.5%	-0.5%	-9.1	5.6	2.1%	-5.3%	5.0
45	C=CCOC(=O)C1=C(C)NC(=O)NC1c1cc(Cl)cc(Cl)c1OC (stereo not given)	0.8%	0.8%	-4.8%	-1.0%	-16.8	25.5	2.8%	14.8%	1.6
46	COc1ccccc1CCn1cnc(Cc2cccc(F)c2)c1C(C)C	?	-0.2%	?	nt	0.0	24.1	?	18.4µM*	-3.2
47	COc1ccc([N+](=O)[O-])cc1N1C(=O)c2cccnc2C1=O	3.4%	-3.2%	3.4%	-19.1%	3.5	2.5	8.3%	0.7%	3.8
48	CC(=NNC(=O)c1ccncc1)c1cccc(Br)c1	9.9%	11.0%	7.0%	-6.5%	-15.8	6.3	8.8%	?	-8.9
